KKLEB tox – reduces viability of KKLEB cystic fibrosis airway cells; KKLEB CF airway cells viability, ATPlite luminescence, overnight; stronger effect = lower value; cells stimulated with P. aeruginosa culture filtrate; activity change (cytotoxicity), % at 5 µM; 360,000 compounds, 0.36% hits; AID 602141;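 active = corrected activity change at or below -50% at 5 µM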
EBV LMP1 NFkB – reduces LMP1-driven NF-kappaB luciferase signal | LMP1-induced NF-kappaB luciferase reporter cells, luminescence | inhibition, % at 12.5 µM | 350,000 compounds, 0.69% hits; in the data active = inhibition above about 41%;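 also: 0% = neutral control wells and 100% = reference inhibitor control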
NR2F2 inh – blocks human COUP-TFII nuclear receptor | AID 686940 | inhibition, % at 8.6 µM | 370,000 compounds, 0.7% hits | HEK293T NGFI-A luciferase reporter, luminescence | P24468;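 active = inhibition above a per-plate cutoff, mean inhibition of test wells between control levels plus 3 SD, cut at about 38% in these data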;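 also: cells cotransfected with COUP-TFII expression vector driving the NGFI-A reporter; 0% = median of COUP-TF2 test wells and 100% = reporter-only cells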
NR5A2 inv ag – inverse agonists of human LRH-1 (NR5A2); HEK293T StAR-luciferase reporter, LRH-1 transfected, 24 h; inhibition, % at 3.6 µM; 360,000 compounds, 0.13% hits;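 active = inhibition above the mean inhibition of all tested compounds plus 3 SD, cut at about 73% in these data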;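 also: 0% = DMSO wells and 100% = reporter-only cells lacking LRH-1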
TROY signal inh – blocks TROY-dependent signaling in reporter cells; Q293 LMP1-TROYcd NF-kB luciferase reporter, 4 h; inhibition, % at 10 µM; AID 1347056; 360,000 compounds, 0.98% hits;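 active = compounds whose plate-normalised and pattern-corrected inhibition of the luciferase reporter signal at the single screening dose is 50% or more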
SRC2 inh – inhibits human steroid receptor coactivator 2 | Q15596 | HEK293 GAL4-SRC2 luciferase reporter, luminescence | inhibition, % at 9 µM | 370,000 compounds, 0.17% hits | AID 651957;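 active = inhibition above the mean inhibition of all tested compounds plus 3 SD, set per campaign, cut at about 52% in these data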;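 also: 0% = DMSO treated cells and 100% = cells given Gossypol at 36 µM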
Target sequence (Q15596 whole entry, looked up, the tested form may be a part): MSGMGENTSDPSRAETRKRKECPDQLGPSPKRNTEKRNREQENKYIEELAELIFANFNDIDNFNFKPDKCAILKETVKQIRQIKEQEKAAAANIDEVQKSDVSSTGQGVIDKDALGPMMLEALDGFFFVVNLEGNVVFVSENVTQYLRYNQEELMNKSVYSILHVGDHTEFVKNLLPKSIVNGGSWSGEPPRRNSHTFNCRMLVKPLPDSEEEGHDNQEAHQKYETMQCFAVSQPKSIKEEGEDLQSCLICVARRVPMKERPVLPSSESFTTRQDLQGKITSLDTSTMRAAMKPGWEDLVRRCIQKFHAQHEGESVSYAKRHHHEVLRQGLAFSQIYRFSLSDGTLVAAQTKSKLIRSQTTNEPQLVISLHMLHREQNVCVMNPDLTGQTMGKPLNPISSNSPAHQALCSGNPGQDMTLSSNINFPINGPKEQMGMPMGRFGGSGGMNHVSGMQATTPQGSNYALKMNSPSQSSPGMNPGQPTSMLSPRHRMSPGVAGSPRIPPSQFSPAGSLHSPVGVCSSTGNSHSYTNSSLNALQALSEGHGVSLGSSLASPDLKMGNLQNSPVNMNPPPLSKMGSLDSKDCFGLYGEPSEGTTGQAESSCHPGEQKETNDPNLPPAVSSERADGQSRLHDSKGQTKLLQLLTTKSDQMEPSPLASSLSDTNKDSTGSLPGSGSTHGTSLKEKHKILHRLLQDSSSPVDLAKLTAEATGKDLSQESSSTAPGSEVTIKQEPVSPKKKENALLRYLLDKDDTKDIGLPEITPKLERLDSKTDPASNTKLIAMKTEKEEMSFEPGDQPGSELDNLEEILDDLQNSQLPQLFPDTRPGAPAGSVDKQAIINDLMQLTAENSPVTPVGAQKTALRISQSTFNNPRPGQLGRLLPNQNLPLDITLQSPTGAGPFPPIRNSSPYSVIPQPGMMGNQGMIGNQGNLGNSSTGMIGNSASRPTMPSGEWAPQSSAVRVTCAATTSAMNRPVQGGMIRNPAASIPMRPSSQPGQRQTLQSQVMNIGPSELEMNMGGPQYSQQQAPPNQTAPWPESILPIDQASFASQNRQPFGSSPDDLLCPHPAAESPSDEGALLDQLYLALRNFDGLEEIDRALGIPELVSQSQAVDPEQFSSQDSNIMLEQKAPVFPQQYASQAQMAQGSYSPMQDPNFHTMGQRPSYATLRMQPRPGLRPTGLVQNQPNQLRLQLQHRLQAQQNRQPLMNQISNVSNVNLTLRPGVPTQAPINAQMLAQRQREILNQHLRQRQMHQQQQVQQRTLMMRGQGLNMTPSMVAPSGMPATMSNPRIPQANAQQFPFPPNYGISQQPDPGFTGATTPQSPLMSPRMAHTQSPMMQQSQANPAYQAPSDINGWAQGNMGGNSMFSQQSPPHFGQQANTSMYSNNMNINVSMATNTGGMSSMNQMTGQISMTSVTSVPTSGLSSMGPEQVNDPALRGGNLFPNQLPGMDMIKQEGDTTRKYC
CF NFkB inh – cystic fibrosis NF-kB activation inhibition. inhibition, % at 5 µM. KKLEB NF-kB-GFP reporter, PAF-induced, GFP fluorescence overnight. 360,000 compounds, 0.86% hits. AID 588850;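 active = at least 50% inhibition at 5 µM, scaled per plate between neutral and stimulator controls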;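 also: PAF is a Pseudomonas aeruginosa culture filtrate used as stimulus; plate controls were PAF-stimulated DMSO wells for no effect and unstimulated DMSO wells for full effect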
SRC1 inh – inhibits human SRC1 coactivator; Q15788; HEK293 GAL4-SRC1 luciferase reporter, luminescence; 360,000 compounds, 0.12% hits; AID 588354; inhibition, % at 3.6 µM;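 active = inhibition above the campaign mean plus 3 SD, with each screening campaign given its own cutoff, cut at about 60% in these data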;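 also: 0% = DMSO treated cells and 100% = gossypol at 36 µM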
TWEAK-Fn14 inh – blocks TWEAK-Fn14 interaction in a reporter cell assay; TWEAK-stimulated Fn14 reporter cells, luciferase luminescence, 8 h; inhibition, % at 10 µM; 360,000 compounds, 2% hits; AID 1159606; in the data active = inhibition above about 50%
TRAIL sens C8 – sensitizes caspase-8 expressing cells to TRAIL; NB7+C8 cells + TRAIL, ATPlite viability luminescence; 360,000 compounds, 1% hits; inhibition (viability loss, TRAIL sensitization), % at 10 µM; AID 624354;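 active = compounds causing at least 50% loss of cell viability in the single-dose screen, relative to plate controls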
NCOA3 inh – human NCOA3 inhibition. HEK293 GAL4-SRC3 luciferase reporter, luminescence. 360,000 compounds, 0.17% hits. Q9Y6Q9. inhibition, % at 3.6 µM;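 active = inhibition above a per-campaign cutoff, the mean of all compounds plus 3 SD, cut at about 60% in these data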;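 also: 0% = DMSO-treated cells and 100% = gossypol-treated cells at 36 µM; higher means less SRC3-driven luciferase light from the GAL4 reporter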
Numbers without * were called inactive.

O=C(CN(c1cccc(Br)c1)S(=O)(=O)c1ccccc1)N/N=C/c1cc([N+](=O)[O-])ccc1O was read as KKLEB tox -7.9, EBV LMP1 NFkB -1.4, NR2F2 inh 9.8, NR5A2 inv ag -4.5, TROY signal inh 52.1*, SRC2 inh 22.6, CF NFkB inh 8.1, SRC1 inh 16.5, TWEAK-Fn14 inh -14.5, TRAIL sens C8 20.6 and NCOA3 inh 29.5.
For O=C(c1ccc(Cl)c(S(=O)(=O)N2CCc3ccccc32)c1)N1CCN(c2ccccc2O)CC1 the results were KKLEB tox -13.9, EBV LMP1 NFkB 5.5, NR2F2 inh 0.4, NR5A2 inv ag 4.9, TROY signal inh 27.1, SRC2 inh 23.2, CF NFkB inh -4.4, SRC1 inh -0.1, TWEAK-Fn14 inh 37.4, TRAIL sens C8 10.7 and NCOA3 inh -15.1.
`Cn1c2ccccc2c2nnc(N/N=C/c3ccc(O)cc3)nc21` gave KKLEB tox 0.6, NR2F2 inh -6.6, NR5A2 inv ag 8.1, TROY signal inh -24.3, SRC2 inh 4.2, CF NFkB inh 17.8, SRC1 inh -14.9, TWEAK-Fn14 inh -10.8, TRAIL sens C8 -6.1 and NCOA3 inh -2.5.
CN(C)c1ccc(/C=C(\C#N)c2ccccc2)cc1 was read as KKLEB tox -6.1, EBV LMP1 NFkB 4.9, NR5A2 inv ag -82.1, TROY signal inh -18.6, CF NFkB inh -3.1, SRC1 inh -125.5, TWEAK-Fn14 inh 28.2, TRAIL sens C8 47.5 and NCOA3 inh -127.0.
`O=C(COC(=O)C1CCN(S(=O)(=O)c2cccs2)CC1)c1cc2ccccc2o1` gave KKLEB tox 3.4, EBV LMP1 NFkB -10.1, NR2F2 inh 16.9, NR5A2 inv ag 15.9, TROY signal inh -9.7, SRC2 inh -29.4, CF NFkB inh 5.8, SRC1 inh -2.9, TWEAK-Fn14 inh 2.1, TRAIL sens C8 -5.8 and NCOA3 inh -3.3.
Screening COc1ccc(CCN2C(=NC(=O)C(C)C)SC3CS(=O)(=O)CC32)cc1 (centres undefined) returned KKLEB tox 4.4, EBV LMP1 NFkB 6.7, NR2F2 inh -13.6, NR5A2 inv ag 10.4, TROY signal inh -15.1, SRC2 inh 6.9, CF NFkB inh 0.2, SRC1 inh -0.9, TWEAK-Fn14 inh 10.4, TRAIL sens C8 3.0 and NCOA3 inh 15.5.
Screening CCc1cccc(CC)c1NC(=O)CN1CCN(c2ccccc2)CC1 returned KKLEB tox -2.2, EBV LMP1 NFkB 2.8, NR2F2 inh 1.7, NR5A2 inv ag -2.8, TROY signal inh -7.7, SRC2 inh -6.9, CF NFkB inh 11.0, SRC1 inh 10.2, TWEAK-Fn14 inh -8.9, TRAIL sens C8 10.4 and NCOA3 inh -8.8.
Screening Cc1c(C(=O)N2CCN(c3ccc(F)cc3)CC2)oc2c1C(=O)CCC2 returned KKLEB tox 5.6, EBV LMP1 NFkB -0.6, NR2F2 inh 16.1, NR5A2 inv ag 4.3, TROY signal inh 2.0, SRC2 inh 4.7, CF NFkB inh -15.3, SRC1 inh -3.7, TWEAK-Fn14 inh -2.5, TRAIL sens C8 -1.2 and NCOA3 inh 16.7.
Cc1ccc(C(=O)O)cc1NC(=S)NC(=O)c1ccc(-c2ccc(Cl)cc2)o1 was read as KKLEB tox 10.0, EBV LMP1 NFkB 2.3, NR2F2 inh -11.0, NR5A2 inv ag -10.1, TROY signal inh 11.7, SRC2 inh -14.6, CF NFkB inh 11.4, SRC1 inh -23.1, TWEAK-Fn14 inh -17.5, TRAIL sens C8 11.5 and NCOA3 inh -19.2.
Screening Cc1ccc(CNC(=O)CCSCc2ccccc2C)cc1 returned KKLEB tox 12.4, EBV LMP1 NFkB 4.4, NR2F2 inh 11.5, NR5A2 inv ag 0.7, TROY signal inh -27.0, SRC2 inh -6.0, CF NFkB inh -13.4, SRC1 inh 12.3, TWEAK-Fn14 inh -20.6, TRAIL sens C8 2.8 and NCOA3 inh -14.6.
`CC(=O)Nc1ccc(/C=C/c2noc(-c3ccccc3O)n2)cc1` gave KKLEB tox 0.4, EBV LMP1 NFkB 8.0, NR5A2 inv ag 6.2, TROY signal inh -42.1, CF NFkB inh -12.5, SRC1 inh 4.9, TWEAK-Fn14 inh -3.5, TRAIL sens C8 -11.6 and NCOA3 inh -26.4.
Screening Cc1cc(C(=O)Nc2ccccc2)c2ccccc2n1 returned KKLEB tox 17.1, EBV LMP1 NFkB -0.6, NR2F2 inh 3.7, NR5A2 inv ag 5.5, TROY signal inh -7.4, SRC2 inh -0.4, CF NFkB inh -13.4, SRC1 inh 8.6, TWEAK-Fn14 inh 16.6, TRAIL sens C8 -4.2 and NCOA3 inh 7.1.
Screening O=C(NCCc1cn2ccsc2n1)c1cccs1 returned KKLEB tox 9.8, EBV LMP1 NFkB 1.7, NR2F2 inh -14.0, NR5A2 inv ag -15.6, TROY signal inh 0.2, SRC2 inh -2.6, CF NFkB inh -12.3, SRC1 inh -9.3, TWEAK-Fn14 inh -2.8, TRAIL sens C8 28.4 and NCOA3 inh -14.4.
Screening Cc1ccc2c(c1)[nH]c1c(=O)n(Cc3ccco3)cnc12 returned KKLEB tox 5.3, EBV LMP1 NFkB -23.9, NR2F2 inh -19.2, NR5A2 inv ag -24.8, TROY signal inh -47.1, SRC2 inh -18.2, CF NFkB inh -18.9, SRC1 inh -29.3, TWEAK-Fn14 inh -19.6, TRAIL sens C8 24.5 and NCOA3 inh -39.3.
Screening COc1ccc2nc(NC(=O)C3CCN(S(=O)(=O)c4cccs4)CC3)sc2c1 returned KKLEB tox -9.6, EBV LMP1 NFkB 13.2, NR2F2 inh 47.7*, NR5A2 inv ag 22.3, TROY signal inh 54.3*, SRC2 inh 16.8, CF NFkB inh 20.5, SRC1 inh 13.9, TWEAK-Fn14 inh 55.0*, TRAIL sens C8 8.1 and NCOA3 inh 35.7.
For Cc1[nH]nc2c1C(CC(C)C)C(C#N)=C(N)O2 (centres undefined) the results were KKLEB tox -0.3, EBV LMP1 NFkB 9.6, NR2F2 inh -20.4, NR5A2 inv ag 3.1, TROY signal inh -15.3, SRC2 inh 8.7, CF NFkB inh -0.8, SRC1 inh -23.7, TWEAK-Fn14 inh -1.4, TRAIL sens C8 -7.2 and NCOA3 inh 7.1.
CCCC[C@@H]1CC2=C(C(=O)OC(C)(C)O2)[C@@H](c2ccc(F)cc2)O1 was read as NR2F2 inh -1.4, NR5A2 inv ag -1.0, TROY signal inh -3.5, SRC2 inh 4.8, TWEAK-Fn14 inh 9.6 and TRAIL sens C8 0.7.
Screening COc1cccc(C(=O)Nc2nnc(SCC(=O)NC3CC3)s2)c1 returned KKLEB tox -0.2, EBV LMP1 NFkB -1.6, NR2F2 inh -10.3, NR5A2 inv ag 1.0, TROY signal inh -27.3, SRC2 inh -9.8, CF NFkB inh -6.6, SRC1 inh -27.1, TWEAK-Fn14 inh -4.9, TRAIL sens C8 43.7 and NCOA3 inh -56.1.
`O=C1c2cccc(OCc3ccc(F)cc3)c2CCN1Cc1ccc(F)cc1` gave KKLEB tox 13.2, EBV LMP1 NFkB 35.0, NR2F2 inh 57.8*, NR5A2 inv ag 15.9, TROY signal inh 34.7, SRC2 inh 19.0, CF NFkB inh 41.2, SRC1 inh 31.4, TWEAK-Fn14 inh 42.1, TRAIL sens C8 16.3 and NCOA3 inh 31.7.
`COc1ccc(NC(=O)CSc2n[nH]c(-c3ccncc3)n2)c([N+](=O)[O-])c1` gave KKLEB tox 25.2, EBV LMP1 NFkB 1.8, NR2F2 inh -1.2, NR5A2 inv ag 0.7, TROY signal inh 12.2, SRC2 inh -11.8, CF NFkB inh -4.7, SRC1 inh 1.9, TWEAK-Fn14 inh -4.7, TRAIL sens C8 -8.6 and NCOA3 inh -0.6.
`Cc1ccc(C(=O)NNC(=O)c2ccccc2OCc2c(C)noc2C)cc1` gave KKLEB tox 4.6, EBV LMP1 NFkB 0.4, NR2F2 inh -2.6, NR5A2 inv ag -3.9, TROY signal inh -6.3, SRC2 inh -8.2, CF NFkB inh 2.4, SRC1 inh -21.5, TWEAK-Fn14 inh -5.2, TRAIL sens C8 7.0 and NCOA3 inh 16.4.
For O=C(COc1ccccc1Cl)NC(=S)N1CCc2ccccc21 the results were KKLEB tox 8.8, EBV LMP1 NFkB -10.6, NR2F2 inh -24.1, NR5A2 inv ag -9.3, TROY signal inh -50.7, SRC2 inh -35.5, CF NFkB inh 6.2, SRC1 inh -21.6, TWEAK-Fn14 inh -10.1, TRAIL sens C8 18.0 and NCOA3 inh -49.9.
For Nc1cc(N)nc(SCC(=O)NCC(=O)Nc2ccc(F)c(F)c2F)n1 the results were KKLEB tox 6.8, EBV LMP1 NFkB -2.9, NR2F2 inh 0.0, NR5A2 inv ag 19.5, TROY signal inh -5.2, SRC2 inh -17.4, CF NFkB inh 3.4, SRC1 inh 4.3, TWEAK-Fn14 inh -12.6, TRAIL sens C8 2.6 and NCOA3 inh 2.3.
For COc1ccc(OC)c2c(C)cc(N3CCN(C(=O)c4ccc(F)cc4)CC3)nc12 the results were KKLEB tox -7.4, EBV LMP1 NFkB -7.9, NR2F2 inh 8.0, NR5A2 inv ag 3.8, TROY signal inh -17.8, SRC2 inh -7.1, CF NFkB inh 16.0, SRC1 inh 6.0, TWEAK-Fn14 inh 12.1, TRAIL sens C8 -1.9 and NCOA3 inh 3.8.
For C[C@H](O)[C@@H]1C(=O)N2CCc3ccc(N4CCN(C)CC4)cc3[C@@H]2C[C@@H]1N(C)C(=O)NC1CCCCC1 the results were KKLEB tox -10.4, EBV LMP1 NFkB -1.0, NR2F2 inh 9.0, NR5A2 inv ag 13.7, TROY signal inh -6.1, SRC2 inh 6.6, CF NFkB inh 0.4, SRC1 inh -1.1, TWEAK-Fn14 inh 0.3, TRAIL sens C8 0.4 and NCOA3 inh -8.7.
For COc1ccccc1Cc1c(-c2ccccc2)nc2c(C)cc(Br)cn12 the results were KKLEB tox -14.6, NR2F2 inh 9.6, NR5A2 inv ag 18.0, TROY signal inh 9.3, SRC2 inh 6.3, CF NFkB inh 24.9, SRC1 inh -10.3, TWEAK-Fn14 inh 27.5, TRAIL sens C8 6.4 and NCOA3 inh -2.4.
For COc1cc(/C=N/NC(=O)CNC(=O)c2ccccc2)ccc1OC(=O)c1cccs1 the results were KKLEB tox 3.5, EBV LMP1 NFkB 1.3, NR2F2 inh 0.0, NR5A2 inv ag -1.7, TROY signal inh -25.3, SRC2 inh -30.9, CF NFkB inh -13.1, SRC1 inh -20.3, TWEAK-Fn14 inh -3.1, TRAIL sens C8 -9.2 and NCOA3 inh -3.8.
Screening Cc1ccc2c(CC(=O)Nc3nc(C)cs3)coc2c1 returned KKLEB tox -2.7, EBV LMP1 NFkB -7.2, NR2F2 inh -7.7, NR5A2 inv ag -21.9, TROY signal inh -16.7, SRC2 inh -15.4, CF NFkB inh -4.4, SRC1 inh -12.6, TWEAK-Fn14 inh -19.7, TRAIL sens C8 -4.6 and NCOA3 inh 0.1.

Screening results (PubChem BioAssay)
